SSB-PriA inh: K. pneumoniae PriA-SSBct interaction inhibition; AlphaScreen SSBct-PriA binding, biotinylated peptide; inhibition, % at 33 µM; 0.6% of 430,000 active; AID 1272365; in the data active means inhibition mostly above about 37%, no sharp cut-off; inactive means mostly below about 20%;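 further: plate controls were negative control peptide for no effect and reference peptide for full effect; strong numbers were not always called active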
* hit, by the source's call; & = joins results of further samples. Only part of the results is shown, so the mix of outcomes need not match the whole.

smiles	SSB-PriA inh
C=CCNC(=O)C(=O)N1CCN(c2cccc(Cl)c2)CC1	1
O=C(CSc1nnc2ccc(-c3cccnc3)nn12)NCc1ccco1	-6
COc1ccc(NN=C(C=NO)C(=O)c2ccc(OC)cc2)cc1	10
Cc1cc(C(=O)N2CC(S(=O)(=O)c3ccc(F)cc3)C2)c(C)o1	3
c1nc(Nc2ccc3c(c2)OCCO3)c2cn[nH]c2n1	11
COc1ccc(S(=O)(=O)Nc2ccc3c(c2)CCC(=O)N3CC(C)C)cc1Cl	7
CC(=O)Nc1nnc(C2CCCCC2)o1	-3
O=C(CCc1csc(NC(=O)c2ccc(F)cc2)n1)NCc1cccs1	-9
CN(O)C=c1ccc2c(n1)C(=O)C=CC=2	95*
Cc1cc(C)nc(N=C(NC(=O)Nc2ccc(Cl)c(Cl)c2)Nc2cccc(Cl)c2)n1	-6
COc1ccc(Cc2nnc(NN=Cc3ccc(Br)cc3)[nH]c2=O)cc1OC	25
CC(=NNC(N)=O)C1CC(Cc2ccccc2)C(=O)O1 (stereo unspecified)	-11
CN(C)S(=O)(=O)c1ccc(C(=O)Nc2nnc(Cc3ccc(Cl)s3)o2)cc1	19
O=C(Cc1csc(NC(=O)c2ccc(=O)[nH]c2)n1)Nc1ccc(OC(F)(F)F)cc1	-1
Cn1cccc1-c1noc(CNC(=O)c2nn(C)c3ccccc23)n1	-9
O=C(O)c1ccc(S(=O)(=O)NCc2ccccc2)cc1	-17
CCN(CC)S(=O)(=O)c1cccc(C(=O)NN=Cc2cc(OC)c(O)c(OC)c2)c1	12
Cc1ccc(N2CCCS2(=O)=O)cc1NC(=O)C(=O)NCCC1=CCCCC1	4
COc1ccc(C(=O)N2CCN(c3nccn3-c3ccc(C)cc3)CC2)c(OC)c1	38*
O=C(Cn1cc(S(=O)(=O)c2ccc(F)cc2)c2ccccc21)NCc1ccncc1	-15
COc1ccc(C2(CNC(=O)c3ccc(-c4ccsc4)cc3)CCOCC2)cc1	-11
COc1ccc(C(=O)Nc2nc3c(s2)-c2cccc4cccc-3c24)c(OC)c1	-4
COC(=O)c1ccc2nc(NC(=O)c3ccco3)sc2c1	-12
CC(OC(=O)CCc1c[nH]c2ccccc12)C(=O)c1ccc(F)cc1 (stereo unspecified)	15
O=C(NCc1cccnc1)c1csc2nc(-c3ccc(F)cc3)cn12	-13
Cc1ccc(N2CCCS2(=O)=O)cc1NC(=O)C(C)(C)C	-11
O=C1C2C3C=CC(C3)C2C(=O)N1c1ccc(S(=O)(=O)c2ccc(N3C(=O)C4C5C=CC(C5)C4C3=O)cc2)cc1 (stereo unspecified)	-18&-4
O=C(CNc1n[nH]c(=O)[nH]c1=O)NN=C/C=C/c1ccccc1	0
Cc1ccc(C(N)=NOC(=O)CCC2CCCC2)cc1	-44
Cc1cccc(CC(=O)NCC2CCN(C(C)C)CC2)c1	-19
COc1ccc(CCn2c(C)cc(O)cc2=O)cc1OC	-8
O=C(Nc1ccc(-c2ccc(N3CCCCC3)nn2)cc1)c1ccc2c(c1)OCO2	3
O=C1/C(=C\c2cccs2)SC(=S)N1c1ccccn1	18
COc1ccc(N2CCN(C(CNC(=O)OCc3ccccc3)c3cccnc3)CC2)cc1 (stereo unspecified)	37
O=C(c1cnc2ccccc2n1)N1CC(N2C(=O)CCC2=O)C1	-14
O=C(NN=Cc1ccc(N2CCOCC2)cc1)c1cccs1	-9
O=C(NCCNC(=O)c1cccc(Cl)c1)c1ccc(NC(=O)C2CC2)cc1	-4
Cc1nc2n(c(=O)c1C)C(CC(=O)O)CS2 (stereo unspecified)	4
CN1CCc2cc(C(CNS(=O)(=O)c3cccs3)N3CCCC3)ccc21 (stereo unspecified)	16
CC(=O)Nc1ccc(S(=O)(=O)N2CCN(Cc3nc(-c4ccco4)cs3)CC2)cc1	3
CCOC(=O)C(C)=NNC(=O)c1cccc([N+](=O)[O-])c1	-12
COc1ccc(NC(=O)/C(C#N)=C/N2CCN(c3ccccc3)CC2)cc1	-5
O=C(c1ccccc1F)N1CCCC(c2nnc(Cc3ccc(F)cc3)o2)C1 (stereo unspecified)	-11
C=CCc1c(C)nc2c(-c3ccccc3)c[nH]n2c1=O	-1
CCOCC(=O)N(Cc1ccoc1)Cc1cccs1	-18
CCOc1ccccc1S(=O)(=O)N1CCN(CC(F)(F)F)CC1	-10
O=C(CCc1csc(NC(=O)NC2CCCCC2)n1)NCCC1=CCCCC1	-14
CSc1ccccc1C(=O)NCCn1ccc(-c2ccccn2)n1	-6
Cc1csc(-c2nnc(NC(=O)C3c4ccccc4Oc4ccccc43)o2)c1	0
COc1ccccc1C(=O)NC1CCN(C(=O)c2cn(-c3cccc(F)c3)nn2)CC1	-10
CCOC(=O)CSc1ncc(-c2ccccc2)n1-c1cccc(C(F)(F)F)c1	0
CC(C)CCn1c(=O)c2ccc(C(=O)NC3CCCCC3)cc2n2c(=O)n(C)nc12	-6
CCS(=O)(=O)c1ccc(-c2cccc(NC(=O)c3ccc(F)cc3F)c2)nn1	0
CC(=O)Nc1cccc(NC(=O)CSc2ccc(NC(=O)c3ccccc3)nn2)c1	-13
O=C(c1cnn(-c2ccccc2)n1)N1CCN(c2ccc(-n3cncn3)nn2)CC1	-26
CCC(=NNC(=O)c1cc(C)nc2ccccc12)c1ccc(C)s1	-2

Part of the list above, with each value named.
> O=C(c1cnn(-c2ccccc2)n1)N1CCN(c2ccc(-n3cncn3)nn2)CC1
  SSB-PriA inh = -26
> Cc1csc(-c2nnc(NC(=O)C3c4ccccc4Oc4ccccc43)o2)c1
  SSB-PriA inh = 0
> CCS(=O)(=O)c1ccc(-c2cccc(NC(=O)c3ccc(F)cc3F)c2)nn1
  SSB-PriA inh = 0

Quoted from the listing:
SSB-PriA inh with Cc1csc(-c2nnc(NC(=O)C3c4ccccc4Oc4ccccc43)o2)c1 stands at 0
SSB-PriA inh with CCOC(=O)CSc1ncc(-c2ccccc2)n1-c1cccc(C(F)(F)F)c1 stands at 0
SSB-PriA inh with CCS(=O)(=O)c1ccc(-c2cccc(NC(=O)c3ccc(F)cc3F)c2)nn1 stands at 0
SSB-PriA inh with CCC(=NNC(=O)c1cc(C)nc2ccccc12)c1ccc(C)s1 stands at -2

Next compounds:
smiles	SSB-PriA inh
O=C(/C=C\c1ccccc1)N1CCCC(c2nnc(-c3ccc4c(c3)OCO4)o2)C1 (stereo unspecified)	-11
CNC(=O)C(=O)NCc1ccc(F)cc1	-6
CCCCSc1nnc(CNC(=O)c2ccccc2)n1-c1ccc(Br)cc1	-12
O=C(NCc1cc(-c2cc3ccccc3o2)on1)c1ccc(C(F)(F)F)cc1	-26
O=C(CNC(=O)c1ccco1)NN=Cc1ccc(C(=O)O)cc1	2
COc1ccc2nc(-c3ccc(OC)c(NC(=O)COc4ccc(Cl)cc4)c3)cn2n1	-6
CC(O)(CNC(=O)c1ccoc1)c1cc2ccccc2o1 (stereo unspecified)	1
CC(=O)Cc1nsc(NC(=O)c2ccc(-c3ccccc3F)o2)n1	-9

4 entries from above, as labelled records.
O=C(/C=C\c1ccccc1)N1CCCC(c2nnc(-c3ccc4c(c3)OCO4)o2)C1 (stereo unspecified)
- SSB-PriA inh = -11
CNC(=O)C(=O)NCc1ccc(F)cc1
- SSB-PriA inh = -6
CCCCSc1nnc(CNC(=O)c2ccccc2)n1-c1ccc(Br)cc1
- SSB-PriA inh = -12
O=C(NCc1cc(-c2cc3ccccc3o2)on1)c1ccc(C(F)(F)F)cc1
- SSB-PriA inh = -26

(list continues)
smiles	SSB-PriA inh
CCOC=Nc1c(C#N)c(CC#N)nn1-c1ccccc1	-16
COc1cccc(-c2csc(-c3nnn(-c4ccccc4)c3C)n2)c1	1
Cc1cc(C)n2nc(C(=O)O)nc2n1	-11&-1
COc1ccc(O)c(C=c2sc3nc4cc(C)c(C)cc4n3c2=O)c1	-1
Cc1ccccc1OCCn1c(C2CCCO2)nc2ccccc21 (stereo unspecified)	-20
Cc1ccc(C2C(=C(O)c3cnn(-c4ccccc4)c3C)C(=O)C(=O)N2CCN2CCOCC2)o1 (stereo unspecified)	-13
CC(C)(C)NC(=O)N1CCC(Oc2ccc(C(F)(F)F)cn2)CC1	-7
COc1ccc([N+](=O)[O-])cc1C=NNC(=O)/C(=C\c1cccs1)NC(=O)c1ccccc1	-1
Cc1csc(NC(=O)CSc2ccc(NC(=O)c3ccccc3)nn2)n1	6
O=C(NCC1CCN(c2cnccn2)CC1)C(=O)Nc1cccc(N2CCCCC2=O)c1	0
O=C(Cc1ccc(Cl)cc1)NC[C@@H](c1ccsc1)N1CCc2ccccc2C1	-9
Cc1ccc(Nc2nc(NCc3ccco3)nc3[nH]ncc23)cc1C	-12
C=CCN1C(=O)C(C)(C)COc2ccc(NC(=O)OCC)cc21	25
O=C(Nc1cnn(CC2COc3ccccc3O2)c1)c1c(F)cccc1Cl (stereo unspecified)	-12
CCn1ccc(C(=O)Nc2cc(C)nn2-c2nc3ccc(OC)cc3s2)n1	-11
Cc1noc(-c2c(NC(=O)c3ccc(C(F)(F)F)nc3)sc3c2CCOC3)n1	-12
CC(Cn1cnc([N+](=O)[O-])n1)=NNC(=O)c1cccnc1	1
CCOc1ccc(-c2cc(=O)n(Cc3ccccc3Cl)cn2)cc1	-5
O=C(CSc1ccc(-c2ccccn2)nn1)Nc1ccc(Cl)cc1	31
O=C(NC[C@@H](c1cccs1)N1CCc2ccccc2C1)C(=O)Nc1ccc(F)c(Cl)c1	-9
CC1Cc2ccccc2N1C(=O)Cn1cc(S(=O)(=O)Cc2ccccc2)c2ccccc21 (stereo unspecified)	-2
COc1ccc(-c2cc3c(=O)[nH]nc(SCC(=O)c4ccc5c(c4)OCO5)n3n2)cc1OC	-18
Cn1nc(C2CC2)cc1N1CCN(S(=O)(=O)c2ccccc2)CC1	-2
CCOC(=O)Cc1csc(NC(=O)CSc2nc(=O)[nH]c(C)c2C(=O)OCC)n1	-1
Cn1c(=O)c2c(ncn2CC(=O)NN=C/C(Br)=C/c2ccccc2)n(C)c1=O	-7
Cc1ccc(S(=O)(=O)N2CCC(c3nc(-c4ccc(F)cc4)no3)CC2)cc1	3
COc1ccccc1-c1nnc(C2CCN(S(C)(=O)=O)CC2)s1	-3
COC(=O)c1ccc(COc2ccccc2C=NNS(=O)(=O)c2ccc(C)cc2)cc1	-6
CC(=NNc1nncc2ccccc12)c1ccc(OCC(=O)N(C)C)cc1	5
CO[C@@H](CNC(=O)c1noc2c1CCCC2)c1ccc(Cl)s1	4
Cc1ccc(C)c(S(=O)(=O)NCCOc2ccc(F)cc2)c1	-34&-18
O=C(NCCn1ncc2c(N3CCCC3)ncnc21)c1ccc(S(=O)(=O)N2CCCC2)cc1	2
Cc1csc2nc(-c3cccc(NC(=O)c4ccc(F)cc4)c3)cn12	16
Cc1cc(C(=O)Nc2ccc3c(c2)C(=O)NC3=O)nn1C	-11
CC(C)(C)NC(=O)NCCNC(=O)c1ccc(NC(=O)C2CC2)cc1	-14
COc1ccc(-c2csc(NC(=O)c3ccnn3C)n2)c(OC)c1	1&21
CN1NC(c2cccs2)C2C(=O)N(Cc3ccccc3)C(=O)C21 (stereo unspecified)	-19&33
COc1ccc(OCC(=O)NCCN2CCN(c3ccc(OC)cc3)CC2)cc1	-4
O=c1[nH]c2cc(-c3nc(-c4ccc(C(F)(F)F)cc4)no3)ccc2c(=O)n1CCc1ccccc1	-5
Cc1ccc(-n2cc(C(=O)NCCCOC(C)C)nn2)cc1C	-18
CCCN1CCCc2cc(CCNC(=O)C(=O)Nc3ccc(OC)cc3OC)ccc21	36
Cc1ccc(S(=O)(=O)N2CCN(C[C@H](O)COc3ccc(C(=O)c4ccccc4)cc3)CC2)cc1	-4
CC1C(=O)NCCN1C(=O)c1cccs1 (stereo unspecified)	0
COc1ccc(Br)c(C(=O)N(CCc2cccs2)Cc2ccco2)c1	-5
ON=Cc1ccccc1Oc1ccc(Cl)cc1	-13
CCN1CCN(c2nc3ccccc3nc2C(C#N)S(=O)(=O)c2cccs2)CC1 (stereo unspecified)	4
COc1ccccc1CC(N)=NOC(=O)COc1cccc(C)c1C	-33
CCCNC(=O)c1ccc2c(=O)n(CCc3ccccc3)c(SCC#N)nc2c1	-15
CN(C)C(CNC(=O)C1CCN(S(C)(=O)=O)CC1)c1cccs1 (stereo unspecified)	-4
COc1ccc2nc(N(CC3CCCO3)C(=O)c3cc(C)no3)sc2c1 (stereo unspecified)	-3
O=C(Cc1ccc(F)cc1)NC1CCN(C(=O)c2cc(-c3ccc(F)cc3)n[nH]2)CC1	-17
COc1ccc(C(=O)Nc2ccccc2C(=O)NN=Cc2ccccc2OC)cc1	-13
Cc1noc(C)c1S(=O)(=O)NCCn1ccn2nccc12	-7
Cc1cccc(C)c1-n1c(C)cc(C=NNC(=O)CSc2ncccn2)c1C	40
Cc1ccc(S(=O)(=O)NCC[C@H](O)C2CCOCC2)cc1Cl	-16
Cc1ccccc1-c1nc(S(=O)(=O)c2ccc(F)cc2)c(N2CC(C)OC(C)C2)o1 (stereo unspecified)	-12&-1

New compounds follow:
smiles	SSB-PriA inh
Cc1cccc(S(=O)(=O)Nc2cccc(C(F)(F)F)c2)c1	-10
O=C(Nc1cc(-n2cncn2)ncn1)c1cc2ccccc2o1	-18
O=C(c1ccccn1)N1CC(N2C(=O)CCC2=O)C1	-11
CCOC(=O)Cn1c([C@H]2CC(=O)N(Cc3ccccc3)C2)nc2ccccc21	-14
CC(C)Sc1ccc(CC(=O)NCCSC2CCOCC2)cc1	-5
COC(=O)c1ccsc1NC(=O)c1ccc2ccccc2c1	2
CS(=O)(=O)N1CCCC(C(=O)N2CCN(c3ccccc3)CC2)C1 (stereo unspecified)	-15
